Bioassay records (PubChem)
MEKK3 PB1 HTS: modulators of MEKK3-MEK5 PB1 binding, primary screen, biochemical, wildtype MEKK3, multiplex bead flow cytometry, Alexa488-MEK5; Mitogen-activated protein kinase kinase kinase 3 (Homo sapiens), Q99759; binding response (% of control), % at 10 µM; 290,000 compounds, 1.4% hits; AID 1529, 2009; bead-based flow cytometry, Alexa488-MEK5 binding to MEKK3; actives lie on both sides; 0 = blocked by unlabeled MEK5, 100 = vehicle;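 active = binding response more than 3 SD above or below the average of its plate-row segment, actives on both sides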;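 also: Alexa488 bead fluorescence after subtracting the streptavidin-only scavenger bead signal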
OXTR agonist: human OXTR agonists, primary screen, fluorescence, CHO-OTR cells, Fluo-8 calcium; AID 2435, 2010; Fluo-8 calcium fluorescence; normalized: DMSO 0%, oxytocin 100%; Oxytocin receptor (Homo sapiens), P30559; activation, % at 3 µM; 320,000 compounds, 0.32% hits;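 active = activation above the mean of all tested compounds plus 3 SD, cutoff set per screening run, cut at about 20% in these data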;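 also: peak over basal fluorescence ratio from a 100 s FLIPR kinetic read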
Target sequence (P30559 whole entry, looked up): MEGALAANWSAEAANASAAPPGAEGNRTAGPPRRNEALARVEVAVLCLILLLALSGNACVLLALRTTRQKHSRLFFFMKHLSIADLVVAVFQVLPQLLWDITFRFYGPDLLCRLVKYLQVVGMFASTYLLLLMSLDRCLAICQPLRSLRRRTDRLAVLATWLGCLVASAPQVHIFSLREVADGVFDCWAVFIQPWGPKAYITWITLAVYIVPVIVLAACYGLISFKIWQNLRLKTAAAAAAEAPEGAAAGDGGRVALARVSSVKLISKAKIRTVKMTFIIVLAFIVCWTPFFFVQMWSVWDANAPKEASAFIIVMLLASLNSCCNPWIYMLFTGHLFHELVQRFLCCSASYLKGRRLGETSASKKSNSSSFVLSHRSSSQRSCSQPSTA
PfM18AAP inh: PfM18AAP inhibitors, malaria aminopeptidase, primary screen, biochemical, QFRET, recombinant enzyme | H-Glu-NHMec fluorogenic cleavage | inhibition, % at 7.35 µM | 290,000 compounds, 1.2% hits | AID 1822, 2009;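 active = inhibition above the campaign mean inhibition over all tested compounds plus 3 SD, cut at about 28% in these data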;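 also: 0% = plate median of test compound wells and 100% = 2 mM ZnCl2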
NALP1 inh: NALP1 inflammasome inhibitors in reconstituted yeast, colorimetric, S. cerevisiae, triplicate retest; S. cerevisiae NALP1/ASC/caspase-1 growth, X-gal OD620, 72 h; inhibition, % at 10 µM; 280,000 compounds, 0.61% hits; in the data active = inhibition mostly above about 24%, no sharp cut-off; inactive = mostly below about 32%; also: some compounds called inactive have numbers as strong as hits
MEKK2 WT-MEK5: modulators of MEK5 binding to wildtype MEKK2, primary screen, biochemical, multiplex bead flow cytometry, Alexa488-MEK5; Mitogen-activated protein kinase kinase kinase 2 (Homo sapiens), Q9Y2U5; Alexa488-MEK5 binding to MEKK2 WT; actives lie on both sides; binding response (% of control), % at 10 µM; 290,000 compounds, 1.1% hits; in the data active = binding response below about 67% or above about 130%
PHOSPHO1 inh: PubChem AID 1565. recombinant PHOSPHO1, absorbance phosphatase assay. inhibition, % at 13.3 µM. 290,000 compounds, 1.1% hits. Phosphoethanolamine/phosphocholine phosphatase (Homo sapiens), Q8TCT1; in the data active = inhibition above about 60%
Target sequence (Q8TCT1 whole entry, looked up): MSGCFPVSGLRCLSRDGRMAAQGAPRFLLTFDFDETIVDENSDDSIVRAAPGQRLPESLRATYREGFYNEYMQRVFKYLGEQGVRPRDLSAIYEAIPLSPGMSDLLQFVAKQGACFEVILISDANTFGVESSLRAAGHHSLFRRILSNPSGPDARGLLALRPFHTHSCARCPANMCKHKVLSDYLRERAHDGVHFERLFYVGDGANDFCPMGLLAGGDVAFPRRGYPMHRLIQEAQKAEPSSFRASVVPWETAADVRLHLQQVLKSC
DNA FID counter: compounds displacing fluorescent DNA intercalator, primary screen, artefact control for HCV NS3 helicase inhibitor project, biochemical, FID fluorescence. DNA fluorescent intercalator displacement. inhibition, % at 7.9 µM. 290,000 compounds, 0.17% hits; in the data active = inhibition above about 37%;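 also: 0% = vehicle and 100% = reference compound; higher means more ethidium bromide displaced from hairpin DNA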
GPR7 antag: GPR7 receptor antagonists, primary screen, cell-based, fluorescence, single concentration; inhibition, % at 4.4 µM; 290,000 compounds, 1.1% hits; Neuropeptides B/W receptor type 1 (Homo sapiens), P48145; GPR7-expressing cells, fluorescence antagonist assay; in the data active = inhibition above about 16%, passing the limit was not always enough;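 also: cells stimulated with the agonist NPW; 0% = agonist with vehicle and 100% = vehicle without agonist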
Target sequence (P48145 whole entry, looked up): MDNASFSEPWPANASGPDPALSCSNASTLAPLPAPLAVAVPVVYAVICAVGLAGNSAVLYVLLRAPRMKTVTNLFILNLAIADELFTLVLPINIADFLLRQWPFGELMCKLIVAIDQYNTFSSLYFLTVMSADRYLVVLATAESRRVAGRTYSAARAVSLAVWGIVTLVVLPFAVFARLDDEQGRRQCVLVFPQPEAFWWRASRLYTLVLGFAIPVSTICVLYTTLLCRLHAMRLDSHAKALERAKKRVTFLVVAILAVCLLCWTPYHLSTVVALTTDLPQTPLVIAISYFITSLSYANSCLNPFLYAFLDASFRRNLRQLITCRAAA
MEKK2mut PB1 HTS: MEK5 binding signal on mutant MEKK2 PB1, primary screen, biochemical, multiplex bead flow cytometry, Alexa488-MEK5; 290,000 compounds, 0.35% hits; AID 1530, 2009; percent response, % at 10 µM; Alexa488-MEK5 binding to MEKK2 mutant; in the data active = percent response above about 24%, passing the limit was not always enough; also: inactives centre near 1; some results filed as inactive read as strong as hits; reference of the scale not given here
An asterisk follows results filed as active; / = not tested or not shown; & = joins results of further samples; [ ] = remark or other dose.

SMILES | MEKK3 PB1 HTS | OXTR agonist | PfM18AAP inh | NALP1 inh | MEKK2 WT-MEK5 | PHOSPHO1 inh | DNA FID counter | GPR7 antag | MEKK2mut PB1 HTS
CC(C)[C@H](NC(N)=O)C(=O)Nc1ccc(F)c(Cl)c1 | 96 | 0.3 | 9 | 0 | 94 | -3 | 3 | 22* | -11
CCOC(=O)C1(C(F)(F)F)N=C(N(C)C)OC(N(C)C)=N1 | 103 | -0.5 | -2 | 0 | 103 | 13 | 2 | -10 | 6
Cc1nnc(SCC(=O)N2CCC(c3noc4ccc(F)cc34)CC2)s1 | 97 | 0.1 | -8 | 4 | 99 | -1 | -17 | 0 | -2
CCOC(=O)CSC1=C(C#N)C(c2ccccc2C)C2=C(CCCC2=O)N1 (stereo unspecified) | 106 | -1.1 | 16 | 2 | 109 | 10 | -14 | 5 | 11
COc1cc2c(C#N)c(N3CCCC3)nc(N)c2c(N)n1 | 102&91 | -0.3&-1.0 | 5 | / | 104&98 | 3 | 3 | -4 | 5&-23
CC(C)(C)C1(C)OC(C(=O)NC2CCCCC2)C(C(=O)NC2CCCCC2)O1 (stereo unspecified) | 117 | -2.0 | 0 | 2 | 117 | 4 | -36 | -8 | 9
NC(=O)C1CCN(C(c2ccccc2Cl)c2nnnn2Cc2ccc3c(c2)OCO3)CC1 (stereo unspecified) | 100 | 1.4 | -2 | -4 | 103 | -10 | -29 | -6 | 1
Fc1ccc(NC(=S)N2CCN(c3ncccn3)CC2)cc1 | 103 | 0.0 | 2 | -11 | 76 | 8 | -1 | -2 | 2
O=C(CSc1nnc(-c2ccccc2Cl)o1)Nc1ccc2c(c1)OCCO2 | 98 | 2.5 | 2 | -2 | 103 | 13 | -4 | -6 | 2
N#C/C(=C\c1ccc(-c2ccc([N+](=O)[O-])cc2)o1)C(=O)Nc1nc(-c2cccs2)cs1 | 91 | -0.6 | 15 | / | 89 | 10 | -3 | -9 | -7
COc1cc(F)ccc1S(=O)(=O)N1CCN(C23CC4CC(CC(C4)C2)C3)CC1 | 104 | -0.5 | -12 | 16 | 106 | 2 | 3 | -6 | 6
Cc1ccc(C)c2c(N)c3c(nc12)CCCCC3 (tested in a mixture with another compound) | 94 | 0.6 | 3 | -18 | 94 | -13 | 5 | -1 | -2
O=C(CCC(=O)Nc1ccc(F)cc1)N/N=C/c1ccncc1 | 103 | -0.5 | -4 | -1 | 108 | -17 | -7 | -10 | 4
O=C(CCC1COc2ccccc2O1)NCC1COc2ccccc2O1 (stereo unspecified) | 92 | 0.4 | 5 | 19 | 88 | -13 | -18 | -7 | -9
COc1ccc(CNCc2c(C(=O)N(C)C)nc3ccc(Cl)cn23)c(OC)c1 | 101 | -0.3 | -9 | 28 | 95 | 44 | -4 | 3 | -4
O=[N+]([O-])c1cc(C(F)(F)F)cc([N+](=O)[O-])c1NCCNC(=S)Nc1ccc(Cl)c(Cl)c1 | 96 | 6.7 | -3 | 13 | 105 | -23 | 5 | -9 | 1
COc1cccc(NS(=O)(=O)c2cn(C)c(=O)n(C)c2=O)c1 | 97 | -0.4 | -7 | / | 103 | 12 | -2 | -10 | 3
Fc1ccc(CSc2ccc(-c3ccco3)nn2)cc1 | 107 | -1.8 | -3 | 34 | 122 | -1 | -9 | 3 | 14
O=C(COC(=O)[C@@H]1CCCN1S(=O)(=O)c1ccccc1F)Nc1ccc(OC(F)F)cc1 | 96 | -1.1 | 2 | 13 | 99 | 13 | -11 | 3 | -1
O=C(CC1SC(=Nc2ccccc2)N(CCO)C1=O)Nc1ccccc1 (stereo unspecified) | 104 | 2.9 | -1 | 6 | 105 | 30 | -8 | 4 | 0
CCOc1ccc(N(C(=O)Nc2ccccc2)C2=NCCC2)cc1 | 100 | -0.6 | -3 | 10 | 101 | 23 | -2 | -8 | 1
Cc1cccc(N2CCN(C(=O)c3c(Cl)cnn3C)CC2)c1C | 100 | 1.1 | 3 | 4 | 103 | 28 | -33 | -6 | 7
O=C(O)C1CCC(NSc2ccccc2[N+](=O)[O-])CC1 (stereo unspecified) | 106 | 3.1 | 13 | 12 | 101 | 24 | 3 | -2 | 26
Cc1cc(C(=O)N2CCCC(C(=O)c3cccc(C(F)(F)F)c3)C2)n[nH]1 (stereo unspecified) | 97 | 2.3 | 10 | 5 | 94 | 44 | -30 | -7 | 5

GPR7 antag, entries above that show a hit
molecule	MEKK3 PB1 HTS	PfM18AAP inh	NALP1 inh	MEKK2 WT-MEK5	PHOSPHO1 inh	GPR7 antag	MEKK2mut PB1 HTS
CC(C)[C@H](NC(N)=O)C(=O)Nc1ccc(F)c(Cl)c1	96	9	0	94	-3	22*	-11

Molecules shown so far that contain two or more sulfur atoms (two):
SMILES | MEKK3 PB1 HTS | OXTR agonist | PfM18AAP inh | NALP1 inh | MEKK2 WT-MEK5 | PHOSPHO1 inh | DNA FID counter | GPR7 antag | MEKK2mut PB1 HTS
Cc1nnc(SCC(=O)N2CCC(c3noc4ccc(F)cc34)CC2)s1 | 97 | 0.1 | -8 | 4 | 99 | -1 | -17 | 0 | -2
N#C/C(=C\c1ccc(-c2ccc([N+](=O)[O-])cc2)o1)C(=O)Nc1nc(-c2cccs2)cs1 | 91 | -0.6 | 15 | / | 89 | 10 | -3 | -9 | -7

(continued)
SMILES | MEKK3 PB1 HTS | OXTR agonist | PfM18AAP inh | NALP1 inh | MEKK2 WT-MEK5 | PHOSPHO1 inh | DNA FID counter | GPR7 antag | MEKK2mut PB1 HTS
CCCCCCOc1ccc(N2C(=O)CC(NCc3ccc(S(N)(=O)=O)cc3)C2=O)cc1 (stereo unspecified) | 95 | -1.0 | 4 | -27 | -4.0* | -31 | -26 | -3 | -2
COc1ccc(C(C(=O)NC2CCCC2)N(C(=O)c2snc(C(N)=O)c2N)c2cccc(O)c2)cc1 (stereo unspecified) | 101 | 2.5 | 3 | 5 | 92 | -83 | -26 | -3 | -7
O=C(NCc1ccc2c(c1)OCO2)C1CCCN(S(=O)(=O)c2cccc3cccnc23)C1 (stereo unspecified) | 105 | -2.1 | 0 | 31 | 104 | 2 | -22 | -9 | 5
O=C(CC1C(=O)NCCN1Cc1ccc(Cl)c(F)c1)NC1CCCCC1 (stereo unspecified) | 103 | -0.5 | 4 | 4 | 116 | -17 | -27 | -5 | 13
Cc1ccc(/C=C2\SC(=S)N(CCCC(=O)Nc3cccc(C(=O)O)c3)C2=O)cc1 | 98 | 0.8 | -2 | 10 | 100 | 4 | -27 | 4 | 2
CN(C)C(=S)Nc1ccc(Br)c(Cl)c1 | 94 | 0.3 | 5 | 9 | 97 | 12 | -3 | 4 | -1
COCCCNC(=O)c1cn(C)c(=O)c2c1c1ccccc1n2C | 105 | -0.8 | 4 | 6 | 106 | 36 | -10 | -15 | 6
CCOC(=O)c1c(-c2ccccc2)csc1NC(=S)NC(=O)c1ccccc1 | 103 | -0.3 | 2 | 26 | 13*[inhibitor] | -2 | 5 | -3 | -1
COC(=O)Nc1nc2ccc(Sc3ccccc3)cc2[nH]1 | 101 | -0.4 | 7 | 29 | 95 | -1 | -1 | -4 | 4
COc1cc(/C=C2\SC(=S)NC2=O)ccc1OS(=O)(=O)c1ccccc1 | 102 | 7.5 | 3 | 2 | 86 | 6 | -1 | -6 | -3
CCN1CCN(c2nc3c(c(=O)[nH]c(=O)n3C)n2CCCSc2ncccn2)CC1 | 102 | -0.4 | 1 | 22 | 98 | 34 | 0 | -3 | 3
O=C(CN1C(=O)c2ccccc2C1=O)Nc1cccc(Cl)c1 | 102 | 1.6 | 8 | -3 | 100 | / | -1 | 2 | -2
CN(/N=C/c1ccncc1)C1=NCCN1 | 110 | 1.0 | -4 | 3 | 111 | / | -3 | -5 | 11
CCOc1ccccc1NC(=O)C1C2C=CC(O2)C1C(=O)O (stereo unspecified) | 97 | 1.1 | -15 | 15 | 98 | 6 | -2 | -11 | -2
COc1ccc(-c2oc(NC(=O)CSc3ncn[nH]3)c(C#N)c2-c2ccc(OC)cc2)cc1 | 102 | 0.6 | 73* | 11 | 100 | 71* | -5 | -2 | -3
Clc1cccc(Nc2nc(-c3ccncc3)nc3ccccc23)c1 | 89 | -1.2 | -16 | -1 | 93 | 24 | -5 | 1 | -17
O=C(NCc1ccco1)c1ccc(-c2csnn2)cc1 | 101 | 0.4 | 5 | 11 | 97 | 34 | 1 | -6 | -2
O=C(c1cc(COc2ccc(F)cc2Cl)on1)N1CCc2ccccc2C1 | 104 | -1.3 | -3 | -23 | 100 | -7 | -4 | -20 | 3
Fc1ccc(OCCOCCN2CCNCC2)cc1 | 110 | 0.1 | 1 | 1 | 112 | 35 | 0 | -14 | 19
CCOC(=O)c1[nH]c(C)c(CN(CCc2ccccc2)C(=O)CCC(=O)O)c1C | / | -0.3 | -5 | 9 | / | -5 | -27 | -12 | /
CCOC(=O)c1cc(C#N)c(SCC(=O)c2cc(C#N)c(SC)nc2C)[nH]c1=O | 74*[inhibitor] | 2.8 | 5 | -8 | 80 | 98* | -9 | -4 | -14
COc1ccc(-c2nc(CSCC(=O)N3CCC(C(N)=O)CC3)c(C)o2)cc1OC | 105 | -0.5 | -13 | 16 | 106 | -17 | -13 | 1 | 8
O=C(Nc1nnc(-c2ccco2)s1)C1CCCCC1 | 111 | -1.0 | 6 | 27 | 114 | 75* | -3 | -9 | 9
COc1cccc(C2CC(c3ccccc3)=NN2S(=O)(=O)c2ccccc2)c1OC (stereo unspecified) | 90 | -1.7 | 10 | 10 | 20*[inhibitor] | -2 | -14 | 20* | -6
c1ccc(OCc2nnc(-c3ccccc3)o2)cc1 | 117 | -1.4 | 12 | 9 | 113 | 21 | 6 | 22* | 1
Nc1nc2nc(-c3ccc(F)cc3)cc(C(F)(F)F)n2n1 | 91 | -1.1 | -4 | 2 | 95 | 28 | 1 | -8 | -4
CCOC(=O)CNc1ncnc2nc[nH]c12 | 113 | -0.9 | -3 | 28 | 116 | -22 | 5 | -5 | 6
Cc1ccc(-c2noc(-c3ccccc3C(=O)NCc3ccco3)n2)cc1 | 96 | -2.3 | 4 | / | 95 | 27 | -27 | -10 | -2
CCOC(=O)C(=CNc1cc(C)nn1-c1ccc(Cl)cc1)C(=O)OCC | 102 | -1.8 | -1 | 19 | 103 | 15 | -20 | 5 | 10
O=C(C1CCCN(S(=O)(=O)c2cccc3nsnc23)C1)N1CC=C(c2ccccc2)CC1 (stereo unspecified) | 99 | 6.3 | 0 | 3 | 99 | 52 | -23 | 4 | 1
COc1ccc(OCC(=O)Nc2ccc3c(c2)nc(CCN2CCN(C)CC2)n3C)cc1 | 102 | 0.2 | 3 | -15 | 101 | 70* | 24 | -8 | 11
O=C(CCCNC(=O)c1ccc(Cl)cc1)Nc1ccccc1C(F)(F)F | 99 | -0.9 | -9 | -12 | 100 | 23 | -16 | -5 | 2
COc1ccccc1NS(=O)(=O)c1cccc(NC(=S)NCCN2CCOCC2)c1 | 106 | -0.2 | 0 | 20 | 97 | 11 | -1 | -12 | 1
CCC(=O)Nc1cccc(-c2nc3ccc(C)cc3o2)c1 | 106 | -0.2 | 3 | 12 | 114 | 19 | -24 | -8 | 10
CCOC(=O)c1cnn(-c2cc(C)c3ccccc3n2)c1N | 104 | -1.2 | -1 | 2 | 106 | -6 | -2 | 2 | 5
Cc1nnc(SCC(=O)c2cc(C)n(-c3c(C)n(C)n(-c4ccccc4)c3=O)c2C)s1 | 93 | 0.8 | 2 | 2 | 92 | 21 | -15 | -11 | -2
